MC4R antag cAMP: MC4R antagonists of cAMP signaling, primary screen, cell-based, TR-FRET, antagonist arm of biased-ligand search. hit rate 0.48% among 360,000. inhibition, % at 6.5 µM. Melanocortin receptor 4 (Homo sapiens), P32245. MC4R-expressing cells, MTII-stimulated cAMP, LANCE TR-FRET;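 active means inhibition above its plate's cutoff, the mean of tested wells on that plate plus 3 SD, cut at about 29% in these data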;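 further: 0% = Melanotan II alone and 100% = Melanotan II plus saturating MCL0020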
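Assay system: U2OS cells stably expressing human melanocortin 4 receptor (MC4R) / Dosing: 6.5 µM / Timing: compound 30 min, challenge 1 h, detection 1 h / Measured by: Eu-cAMP/anti-cAMP TR-FRET, emission 671 nm / Replicates: singlicate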
Glyco luc inh: increase of ERlucT glycosylation luciferase signal, primary screen, N-linked glycosylation inhibitor project, D54 ERlucT cells, luminescence, set 2; D54 ERlucT glycosylation luciferase reporter, 24 h; percent of 100 nM tunicamycin response; reporter increase, % at 12.5 µM; hit rate 0.23% among 360,000;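 active means mean luciferase reporter signal, scaled so untreated is 0 and the glycosylation-blocking control 100, at or above a set limit in every replicate; inconclusive means mean reaches the limit but not every replicate does; inactive means mean below the limit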;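 further: luciferase carries N-glycosylation sites so blocking glycosylation raises the light; 0% = median of neutral control wells and 100% = median of 100 nM tunicamycin wells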
NOD2-RIPK2 inh: NOD2-RIPK2 binding disruptors in cells, primary screen, fluorescence, CHO cells, BLA complementation; Receptor-interacting serine/threonine-protein kinase 2 (Homo sapiens), O43353; CCF4 ratio; inhibition, % at 4.98 µM; hit rate 0.38% among 360,000; in the data active means inhibition above about 21%;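 further: 0% = vehicle only and 100% = reference blocker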
MC4R barr agon: MC4R agonists recruiting beta-arrestin, primary screen, cell-based, luminescence, agonist arm of biased-ligand search; hit rate 0.98% among 360,000; U2OS MC4R beta-arrestin complementation; percent of melanotan II response, DMSO zero; AID 540308, 2011; activation, % at 8.9 µM; Melanocortin receptor 4 (Homo sapiens), P32245;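 active means activation above a per-plate cutoff, the mean activation of sample wells on that plate plus 3 SD, cut at about 8% in these data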
Vif imaging: HIV Vif self-association inhibitors, primary screen, imaging, HEK293T, single point; HEK293T cells, Vif self-association by quenched fluorescence, 24 h; inhibition, % at 7.49 µM; hit rate 0.35% among 340,000; in the data active means inhibition above about 50%, passing the limit was not always enough; inconclusive means no clear call, values can overlap the other calls; inactive means below about 31%; further: some results filed as inactive read as strong as hits
Exocytosis inh: LAMP-1 surface exposure blockers, TALL-104 cells – cell-based, flow cytometry, MLPCN library, primary screen. hit rate 0.66% among 360,000. AID 651702, 2012. TALL-104 LAMP-1 surface exposure; cells stimulated with thapsigargin and PMA. inhibition, % at 10 µM;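 active means inhibition above about 55%, limit read from the data; inconclusive means no clear call, values can overlap the other calls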
aDG glyco up: activators of alpha-DG glycosylation, primary screen, uHTS, Pro5-aDG cells, AlphaScreen | alpha-DG glycosylation AlphaScreen (IIH6); 0% Pro5, 100% B10-LARGE cell signal | activation, % at 10 µM | hit rate 0.22% among 360,000 | AID 624168, 2012;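 active means activation of at least 8% versus controls, or a plate z-score of at least 8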;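 further: Pro5 are CHO cells carrying HIG-tagged alpha-DG that lacks glycosylation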
TLR9-MyD88 inh: inhibitors of TLR9-MyD88 association in cells, primary screen, cell-based, CHO, BLA complementation, fluorescence | Toll-like receptor 9 (Homo sapiens) + Myeloid differentiation primary response protein … | CCF4 FRET ratio | inhibition, % at 4.98 µM | hit rate 0.21% among 340,000;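 active means inhibition above the mean over all tested compounds plus 3 SD, cut at about 21% in these data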;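 further: 0% = DMSO only wells and 100% = clavulanate BLA inhibitor control wells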
ABCB6 inh 2: ABCB6 transporter inhibitors, primary screen, K562-ABCB6 cells, flow cytometry, MLPCN library | hit rate 0.19% among 360,000 | AID 602162, 2011 | ATP-binding cassette sub-family B member 6 (Homo sapiens), Q9NP58 | fluorescence ratio to DMSO, % at 10 µM | K562-ABCB6 porphyrin accumulation, 1 h; stronger effect = lower value;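 active means fluorescence ratio to DMSO below 75%, the collection mean minus 3 SD; inconclusive means too few cells collected in the well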;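 further: signal is porphyrin accumulated inside mitochondria; 100% equals median channel fluorescence of DMSO control wells; lower ratio means ABCB6 inhibition with less porphyrin fluorescence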
ABHD5 PLIN5 PPI: ABHD5-PLIN5 interaction inhibitors, primary screen, cell lysate, split luciferase complementation, luminescence. Perilipin-5 (Homo sapiens) + 1-acylglycerol-3-phosphate O-acyltransferase ABHD5 (Homo …. Split G. princeps luciferase complementation, 4 h. inhibition, % at 4 µM. hit rate 0.78% among 360,000. AID 602281, 2012;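 active means inhibition above the mean inhibition across every tested compound plus 3 SD, cut at about 22% in these data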;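 further: 0% = DMSO only wells and the 100% control is not disclosed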
Target sequence (Q00G26 whole entry, looked up): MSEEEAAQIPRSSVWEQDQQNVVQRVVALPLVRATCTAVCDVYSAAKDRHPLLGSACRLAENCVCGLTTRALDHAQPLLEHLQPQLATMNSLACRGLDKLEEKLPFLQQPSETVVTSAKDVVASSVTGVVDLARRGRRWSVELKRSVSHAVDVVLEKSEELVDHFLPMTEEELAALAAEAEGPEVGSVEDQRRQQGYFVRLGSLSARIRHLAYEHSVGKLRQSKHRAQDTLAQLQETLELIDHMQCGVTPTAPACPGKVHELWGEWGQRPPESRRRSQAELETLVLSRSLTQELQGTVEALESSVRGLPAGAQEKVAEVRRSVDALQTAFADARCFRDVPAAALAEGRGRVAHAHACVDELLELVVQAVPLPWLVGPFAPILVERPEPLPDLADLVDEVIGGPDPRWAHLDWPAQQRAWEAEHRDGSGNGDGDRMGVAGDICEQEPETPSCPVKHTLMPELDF
Target sequence (Q8WTS1 whole entry, looked up): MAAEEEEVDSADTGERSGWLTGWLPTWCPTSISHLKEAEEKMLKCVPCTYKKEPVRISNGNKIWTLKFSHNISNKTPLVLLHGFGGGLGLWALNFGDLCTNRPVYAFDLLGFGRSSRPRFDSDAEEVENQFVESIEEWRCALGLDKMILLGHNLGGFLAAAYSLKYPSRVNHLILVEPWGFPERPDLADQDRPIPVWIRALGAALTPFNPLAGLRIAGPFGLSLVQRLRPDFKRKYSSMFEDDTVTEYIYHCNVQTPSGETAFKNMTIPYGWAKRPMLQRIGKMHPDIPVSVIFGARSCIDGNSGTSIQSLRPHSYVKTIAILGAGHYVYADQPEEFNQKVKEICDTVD
Numbers without * were called inactive; ? = inconclusive; . = not tested or not shown. Only part of the results is shown (hit frequency here may not be typical).

SMILES | MC4R antag cAMP | Glyco luc inh | NOD2-RIPK2 inh | MC4R barr agon | Vif imaging | Exocytosis inh | aDG glyco up | TLR9-MyD88 inh | ABCB6 inh 2 | ABHD5 PLIN5 PPI
CN(C(=O)COC(=O)/C=C/c1ccc(C(F)(F)F)cc1)c1c(N)n(Cc2ccccc2)c(=O)[nH]c1=O | 0.9 | -0.2 | -0.2 | -0.3 | 1.8 | -2.7 | 2.4 | -5.9 | 94.0 | -5.0
COCc1c(C(=O)Nc2nc(C)cs2)oc2ccccc12 | -3.1 | 0.8 | -3.1 | -2.3 | -5.8 | -2.2 | -0.1 | 6.1 | 96.0 | 4.4
CC(C)N(C(=O)[C@H]1C[C@H](CC(=O)NCCN2CCOCC2)C(=O)N2CCc3c([nH]c4cc(CCC(=O)N(C)C)ccc34)[C@]12C)C(C)C | -2.1 | 1.8 | 11.2 | -2.3 | 103.1* | 5.6 | 0.0 | 6.5 | 94.0 | -5.6
CCCOC(=O)/C=C/c1c(C)[nH]c(=O)[nH]c1=O | 2.1 | 6.1 | -16.1 | -1.8 | -0.4 | 0.2 | -0.2 | 8.0 | 92.0 | 3.8
O=C(N/N=C/c1ccccc1Cl)c1cccc(F)c1 | -4.2 | -0.8 | -4.7 | -0.9 | -4.7 | -5.3 | -0.2 | -0.9 | 94.0 | 2.2
Cc1ccc(C(=O)N/C(=C/c2ccco2)C(=O)NCC2CCCO2)cc1 (configuration not stated) | -1.9 | 0.9 | -15.0 | -0.9 | -3.5 | 20.9 | 0.0 | 8.1 | 94.0 | -6.0
CC1(C)OC2OC(C(=O)N/N=C/c3ccccc3F)C3OC(C)(C)OC3C2O1 (configuration not stated) | 23.8 | -0.8 | -3.9 | -2.4 | 2.9 | -4.9 | -0.4 | -6.9 | 101.0 | -1.9
NC(=O)C1CCN(C(=O)N2c3ccccc3Sc3ccccc32)CC1 | 5.9 | -1.8 | -1.9 | -0.4 | -6.3 | -0.8 | 0.1 | 3.8 | 99.0 | 2.8
CCCOc1ccc(N2CC(C(=O)Nc3ncccc3C)CC2=O)cc1 (configuration not stated) | 8.2 | 2.0 | 3.5 | -0.3 | -1.2 | 1.9 | 0.2 | 0.8 | 193.0 | 4.8
C=CCSc1nnc(NC(=O)CSCc2c(C)noc2C)s1 | 22.7 | -0.7 | -5.2 | -0.5 | -1.0 | 1.1 | -0.2 | -12.3 | 104.0 | 0.1
CCC(Sc1nc2ccncc2[nH]1)C(=O)Nc1cc(Cl)ccc1C (configuration not stated) | -3.6 | -1.6 | 1.8 | -0.9 | . | 0.3 | -0.1 | 10.2 | 99.0 | -7.8
COc1ccccc1NC(=S)N1CCN(C(c2ccccc2)c2ccccc2)CC1 | 5.5 | -2.1 | -1.8 | -0.1 | -5.1 | -6.2 | 0.2 | -0.4 | 103.0 | 7.7
CCN(CC(=O)Nc1c(F)cccc1F)C(=O)c1n[nH]c2ccccc12 | 6.8 | 2.5 | -2.5 | -1.2 | 4.9 | 3.2 | 0.1 | -2.1 | 81.0 | 8.2
CC(=O)Nc1ccc(NC(=O)COC(=O)C2c3ccccc3Oc3ccccc32)cc1 | -3.9 | 0.3 | -0.4 | -1.6 | -6.5 | -0.3 | -0.1 | -3.7 | 90.0 | -0.6
CC(=O)NNC(=O)CCn1nnc(-c2ccc(Cl)cc2)n1 | 1.6 | -1.0 | -5.7 | -2.2 | 6.0 | 0.6 | -0.3 | 8.9 | 98.0 | 0.5
COc1ccc(C2(C)NC(=O)N(CC(=O)Nc3ccc4c(c3)CCC4)C2=O)cc1OC (configuration not stated) | 4.0 | 0.3 | 3.1 | -0.2 | 20.2 | -2.4 | -0.1 | 4.8 | 98.0 | 7.9
N#CCCN1CCNCC1 | 6.5 | 2.0 | 4.6 | -1.1 | -5.6 | -5.0 | 0.0 | -6.4 | 137.0 | 0.2
Cc1ccc(CCNC(=O)Cn2cccc2)cc1 | 2.4 | -0.3 | -0.5 | 2.0 | 12.8 | 3.1 | -0.5 | 6.4 | 97.0 | -6.7
O=c1c2ccccc2ncn1CCCSc1ccc(Cl)cc1 | -4.1 | 0.0 | -0.3 | -1.9 | 3.0 | -2.4 | 0.0 | 8.5 | 84.0 | -6.0
CCc1ccc(/C=C2\C(=N)N3N=C(CC(=O)N4CCCCC4)SC3=NC2=O)cc1 | 12.2 | -0.3 | 6.0 | -1.6 | 4.4 | -0.1 | 0.1 | -4.8 | 99.0 | -1.6
Cn1c(=O)n(CCCOc2ccc(Cl)cc2)c2ccccc21 | 1.6 | -2.9 | 4.3 | -0.9 | 25.9 | -8.1 | 0.0 | 13.1 | 92.0 | -2.1
Nc1nc(=S)c2ncn(C3CCCCC3)c2[nH]1 | 14.1 | -1.3 | -10.6 | -1.1 | -7.2 | 3.1 | 0.0 | 1.7 | 108.0 | -0.6
CCc1ccc(-c2ccc3nnc(SC)n3n2)cc1 | 1.2 | 6.4 | -5.5 | -2.1 | 8.6 | -0.6 | 0.2 | 6.8 | 97.0 | 3.1
CC(=O)Nc1ccc(-c2nnc(SCC(=O)Nc3ccc4c(c3)oc3ccccc34)n2C)cc1 | 0.0 | 5.7 | -7.8 | 0.5 | -7.0 | 1.2 | -0.3 | 6.3 | 95.0 | 3.0
CC1=C(C(=O)Nc2ccccn2)C(c2ccc(Br)cc2)NC(=S)N1 (configuration not stated) | 20.7 | 9.4 | 3.4 | -3.4 | -5.2 | -2.5 | 0.2 | 2.2 | 98.0 | 0.6
CC(C)(C)c1ccc(S(=O)(=O)NC(=O)C2(C)CCN2C(=O)Cc2cccc3ccccc23)cc1 (configuration not stated) | 2.5 | -0.3 | -5.5 | -2.3 | 16.7 | -9.7 | -0.2 | . | 96.0 | 3.6
Cc1c(C(=O)Nc2ccccn2)oc2ccc(Br)cc12 | 5.3 | -9.3 | -15.1 | -0.6 | -13.3 | -2.5 | -0.2 | -4.7 | 95.0 | -4.8
COC(=O)C1CCN(C(c2ccc(OC)c(OC)c2)c2sc3nc(C)nn3c2O)CC1 (configuration not stated) | 2.2 | 3.2 | -3.3 | 1.0 | 14.8 | 6.9 | 0.1 | -10.9 | 98.0 | -12.3
O=C(N/N=C\c1cc2c(cc1Cl)OCO2)c1ccc(Br)s1 | 0.8 | -1.1 | -5.1 | 3.5 | -9.9 | -2.3 | -0.6 | -6.7 | 95.0 | -6.2
NC(N)=N/N=C/c1ccc(OCc2ccccc2Cl)cc1 | 1.6 | -12.8 | 2.2 | 22.0* | -26.6 | -14.9 | -0.6 | 6.0 | ? | 6.0
CCCCCCCCCC(=O)N1CCN(c2cc3c(cc2F)c(=O)c(C(=O)O)cn3CC)CC1 | -0.7 | 4.5 | 1.2 | 0.6 | 11.8 | -17.7 | -0.1 | -6.0 | 92.0 | 11.2
COc1cccc(CC(NC(C)=O)C(=O)NC2CCN(S(=O)(=O)c3ccc(C)cc3)CC2)c1OC (configuration not stated) | 3.1 | 0.4 | 7.0 | -1.8 | 11.5 | 0.5 | 0.4 | -6.6 | 83.0 | -1.0
COc1ccc(C2C(C(=O)Nc3ccccc3)=C(C)N=C3SCC(=O)N32)cc1 (configuration not stated) | 5.6 | 5.2 | 3.8 | 0.6 | 17.5 | -1.6 | 0.2 | -6.0 | 108.0 | -18.0
COc1ccc(NS(=O)(=O)c2cccc(C(=O)NCc3ccco3)c2)cc1 | 10.5 | -2.2 | -9.7 | -0.7 | -13.3 | 5.0 | 0.4 | 2.1 | 102.0 | -6.0
C=CCOc1c(Br)cc(/C=N/NC(N)=O)cc1OC | -5.4 | -1.0 | -0.9 | -2.2 | 3.6 | -0.1 | 0.1 | -5.0 | 95.0 | -2.7
COc1ccc(NC(=O)CC2C(=O)NCCN2C(=O)Nc2ccc(C(F)(F)F)cc2)cc1 (configuration not stated) | 5.2 | 2.2 | -6.1 | 2.5 | 8.3 | -1.0 | -0.3 | 2.3 | 102.0 | 11.1
C/C(=C1/SC(N2CC(C)OC(C)C2)=NC1=O)c1ccccc1 (configuration not stated) | 16.8 | -3.4 | -7.4 | -0.9 | 7.2 | -0.2 | -0.4 | -3.7 | 95.0 | -1.9
Cc1onc(-c2ccc(Cl)cc2Cl)c1-c1csc(COc2ccccc2)n1 | -0.6 | -4.9 | -7.0 | 1.3 | 4.6 | -1.7 | 0.2 | -6.4 | 98.0 | -4.3
Nc1nc2n(n1)C(c1cccs1)CC(c1ccccc1)N2 (configuration not stated) | -6.1 | 2.4 | -1.6 | -1.2 | 24.3 | 0.7 | 0.0 | -2.1 | 94.0 | 1.3
Oc1ccc(/C=C/c2ccnc3ccccc23)cc1 | 13.0 | -6.2 | 17.4 | 0.7 | -13.0 | -5.7 | 1.5 | 0.3 | 100.0 | 8.3
NNC(=O)c1csc(COc2cc(Cl)cc(Cl)c2)n1 | -0.1 | -2.3 | -8.0 | 0.3 | 4.7 | -1.5 | -0.2 | . | 96.0 | 1.4
CCOC(CCNC(=O)c1cn(C)c(=O)c2c1c1ccccc1n2C)OCC | 9.4 | 4.7 | -9.5 | -2.0 | 7.7 | -3.0 | 0.0 | -6.3 | 90.0 | -3.0
CC(C)(C(=O)N[C@H](CO)c1ccccc1)C(=O)N[C@H](CO)c1ccccc1 | -1.2 | 0.8 | 0.4 | -2.2 | -0.2 | -4.1 | -0.1 | 7.2 | 102.0 | -1.3
C/C(=N/Nc1ccc(C(=O)c2c(C)cc3ccccn23)cc1[N+](=O)[O-])c1ccc(O)cc1 | 11.9 | 12.0 | -17.5 | 0.8 | -2.5 | 0.2 | 0.4 | 3.2 | 93.0 | -2.0
Cc1noc(NS(=O)(=O)c2ccc(NC(=O)CC(C)C)cc2)c1C | -6.0 | 0.7 | -7.7 | -0.2 | 4.8 | -8.6 | -0.1 | -10.8 | 95.0 | -7.5
CCOC(=O)c1ccc(CSc2nncn2N)o1 | -1.0 | 0.4 | -4.0 | 1.3 | 4.9 | 0.8 | -0.3 | -0.7 | 96.0 | -1.6
CCSC(=Nc1ccccc1)C1=C(O)COC1=O | 6.7 | 1.7 | 5.5 | -1.1 | 44.3 | 2.9 | 0.0 | 12.7 | 99.0 | -3.0

From PubChem
